Screens deposited in PubChem by Broad Institute.
ERAP1 inh = human ERAP1 aminopeptidase inhibitors, primary screen, biochemical, single point, plate reader. Endoplasmic reticulum aminopeptidase 1 (Homo sapiens), Q9NZ08. 340,000 compounds, 0.15% hits. AID 652197, 2013. inhibition, % at 10.7 µM. recombinant ERAP1, Leu-AMC fluorescence, 60 min;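 active = mean replicate inhibition of at least 30%, or all replicates individually reaching that 30% level; inactive = mean below 30% and not every replicate reaching it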;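 also: 0% = neutral control wells and 100% = L-leucinethiol positive control wells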
Target sequence (Q9NZ08 whole entry, looked up): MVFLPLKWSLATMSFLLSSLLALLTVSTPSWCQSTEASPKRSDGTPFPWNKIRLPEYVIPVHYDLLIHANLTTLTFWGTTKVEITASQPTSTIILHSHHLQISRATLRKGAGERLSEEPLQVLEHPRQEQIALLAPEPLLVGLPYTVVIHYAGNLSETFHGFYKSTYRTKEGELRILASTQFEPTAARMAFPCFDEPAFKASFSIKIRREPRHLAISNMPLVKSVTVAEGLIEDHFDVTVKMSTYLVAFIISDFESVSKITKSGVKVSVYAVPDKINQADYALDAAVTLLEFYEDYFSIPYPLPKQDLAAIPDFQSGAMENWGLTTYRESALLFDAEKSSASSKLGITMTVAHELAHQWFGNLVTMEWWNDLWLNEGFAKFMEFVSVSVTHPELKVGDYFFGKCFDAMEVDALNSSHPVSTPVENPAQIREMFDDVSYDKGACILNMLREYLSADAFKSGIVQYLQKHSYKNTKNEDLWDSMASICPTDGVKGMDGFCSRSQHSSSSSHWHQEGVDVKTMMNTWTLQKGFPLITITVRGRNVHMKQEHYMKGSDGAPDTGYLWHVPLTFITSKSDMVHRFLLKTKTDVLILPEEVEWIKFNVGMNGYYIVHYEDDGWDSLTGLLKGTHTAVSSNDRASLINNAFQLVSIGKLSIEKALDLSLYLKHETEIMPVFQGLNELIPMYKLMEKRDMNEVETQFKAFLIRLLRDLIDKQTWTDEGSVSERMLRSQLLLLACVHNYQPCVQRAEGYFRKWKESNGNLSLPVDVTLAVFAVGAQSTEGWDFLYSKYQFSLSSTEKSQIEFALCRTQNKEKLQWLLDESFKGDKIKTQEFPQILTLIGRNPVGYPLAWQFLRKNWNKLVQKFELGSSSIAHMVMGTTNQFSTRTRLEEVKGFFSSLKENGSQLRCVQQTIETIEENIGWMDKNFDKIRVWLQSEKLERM
RAD54 inh = inhibitors of human RAD54 branch migration, primary screen, biochemical, fluorescence, single point. RAD54 Holliday junction branch migration, FAM/BHQ fluorescence. inhibition, % at 10.4 µM. 360,000 compounds, 0.14% hits;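 active = mean normalized replicate activity at least 40 and at least half of replicates scoring 40 or more; inconclusive = only one of the two criteria met; inactive = mean below 40 and under half of replicates reaching 40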;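 also: 0% = median of neutral control wells and 100% = median of positive control wells; inhibitors cause a drop in the FAM fluorescence signal; in these data hits start at about 50%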
RAD52 anneal inh = RAD52 DNA annealing inhibitors, primary screen, biochemical, FRET, single point, set 2; DNA repair protein RAD52 homolog (Homo sapiens), P43351; recombinant RAD52 DNA annealing, FRET fluorescence; inhibition, % at 18.7 µM; 360,000 compounds, 0.46% hits;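 active = every replicate showing at least 50% inhibition; inconclusive = mean inhibition at least 50% but not in every replicate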
Cneo AK release = Cryptococcus neoformans cell lysis inducers, primary screen, AK release luminescence, single concentration | C. neoformans lysis, adenylate kinase release luminescence, 4 h; normalised: neutral wells 0, clomiphene wells 100 | lysis activity, % at 15 µM | 360,000 compounds, 0.2% hits | AID 651654, 2012;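 active = mean lysis activity across replicates of at least 80%, whatever share of replicates individually reach that level; inactive = mean lysis activity below 80%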
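Assay system: C. neoformans cells. Amount: yeast cell density of 5 × 10^6 cells/mL. Technique: AK luminescence. Buffer or medium: YPD. Times: static 4 h at 37 °C with compound, 1 h detection. Dosing: single-point compound dose. Read-out: lysis from increased AK signal.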
PglD inh = C. jejuni PglD acetyltransferase inhibitors, primary screen, biochemical, DTNB colorimetric, single point | UDP-N-acetylbacillosamine N-acetyltransferase PglD (Campylobacter jejuni) | purified PglD enzyme, DTNB colorimetric CoA detection | inhibition, % at 12.5 µM | 360,000 compounds, 0.098% hits | AID 602405, 2012; in the data active = inhibition above about 16%, passing the limit was not always enough; inconclusive = no clear call, values can overlap the other calls; also: strong numbers were not always called active
PGC1a acetyl inh = inhibitors of PGC1a acetylation signal, primary screen, cell-based, U2OS, AlphaScreen, inhibitor mode | inhibition, % at 15.6 µM | 350,000 compounds, 0.17% hits | AlphaScreen anti-acetyl-lysine; with virally co-expressed GCN5 acetyltransferase | AID 651687, 2012;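 active = every replicate shows inhibition of at least 40%; inconclusive = mean inhibition at least 40% but some replicate below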;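 also: 0% = neutral control wells and 100% = positive control wells; some results beyond the cut were filed as inactive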
E-selectin induc = E-selectin induction in HUVECs, primary screen, imaging, HUVEC, immunofluorescence imaging, single point. 260,000 compounds, 0.37% hits. P16581. normalized: neutral wells 0, TNF-alpha wells 100. activation, % at 7.58 µM;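 active = mean E-selectin-positive cell signal at least 10% of the positive control, reached in at least 60% of replicates, without over 20% cell loss; inconclusive = no rule given, readout overlaps actives, possibly toxicity-flagged; inactive = the rest, including those meeting only one limit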;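 also: in these data hits start at about 27%; measured in HUVEC primary endothelial cells; signal is the percent of cells scored E-selectin positive by PE staining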
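Assay system: HUVEC primary endothelial cells. Input: 3,000 HUVEC seeded per well. Doses: one compound dose added by pin transfer. Read-out basis: % PE-positive cells. Benchmarks: TNF-alpha high, DMSO low. Detection: immunofluorescence imaging. Buffer or medium: EGM-2, gelatin.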
miR-122 sensor = miR-122 Renilla sensor signal increase in Huh7, primary screen, miR-122 inhibitor project, cell-based, single point, plate reader; AID 602342, 2012; 340,000 compounds, 0.3% hits; Huh7 miR-122 Renilla luciferase sensor, 48 h; neutral wells = 0, positive control = 100; activation (reporter increase), % at 12.5 µM;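 active = mean replicate activation score at least 90 and every replicate individually at or above 90; inconclusive = only one of the two criteria met; inactive = neither criterion met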;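 also: higher luciferase means less miR-122 activity so hits act as miR-122 inhibitors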
* hit, by the source's call; ? = inconclusive; / = not tested or not shown; & = joins results of further samples; [ ] = another dose, or the depositor's remark.

SMILES	ERAP1 inh	RAD54 inh	RAD52 anneal inh	Cneo AK release	PglD inh	PGC1a acetyl inh	E-selectin induc	miR-122 sensor
O=C(COc1ccc(F)cc1)N1CCC(Cc2ccccc2)CC1	/	-1	/	0	-5	4	/	-3
CCOC(=O)/C(C#N)=N/Nc1ccccc1C(=O)O	6	-4	-5	-2	-5	0	1.2	-14
C[C@@H](C(=O)NCCc1c[nH]c2ccccc12)[C@H]1C[C@]1(C)[C@H](NC(=O)OCc1ccccc1)c1ccccc1	/	3	-18	-1	2	1	0.0	5
COc1ccc(OCC(=O)NC2CCSc3ccccc32)cc1 (stereo not given)	1	/	-11	/	/	16	/	-3
C[C@H]1CN([C@@H](C)CO)C(=O)Cc2cc(NC(=O)CCN3CCOCC3)ccc2O[C@H]1CN(C)C(=O)Nc1ccccc1	1	-2	2	0	0	4	1.2	-3[16.7 µM]
O=C(CN1CCC(C(=O)c2ccc(F)cc2)CC1)NCc1ccccc1F	4	3	-8	-1	4	/	-0.1	/
O=C(C[C@@H]1C=C[C@H](NS(=O)(=O)c2ccc(F)cc2)[C@H](CO)O1)N1CCc2ccccc2C1	2	4	-2	-1	1	7	-0.1	/
COc1ccc(S(=O)(=O)Nc2ccc3c(c2)C(=O)N([C@H](C)CO)C[C@H](C)[C@H](CN(C)S(=O)(=O)c2ccccc2)OCCCC[C@@H](C)O3)cc1	-1	/	15	/	/	5	0.1	/
COc1ccc(CCN2CC(C(=O)NCCc3cccc(F)c3)CCC2=O)cc1 (stereo not given)	-3	-9	-7	3	2	0	0.0	-4
C[C@@H]1CN([C@@H](C)CO)S(=O)(=O)c2ccc(-c3cccnc3)cc2O[C@H]1CN(C)Cc1ccccn1	2	-1	15	-5	-2	-13	-0.7	8[16.7 µM]
CN(C(=O)OCc1ccccc1)C(CC(N)=O)C(=O)O (stereo not given)	/	-5	/	-2	4	-10	/	/
CCN(CC)C(=O)c1ccc(-c2nnc(Nc3ccc(O)cc3)c3ccccc23)cc1	1	1	6	-1	-5	/	0.0	-1
Cc1c(C(=O)N2CCC(C)CC2)sc2ncnc(N3CCN(c4ccccc4)CC3)c12	/	-10	/	-7	1	2	/	-3
CCOc1ccc(NS(=O)(=O)c2cccs2)cc1S(=O)(=O)N1CCCC1	2	11	-15	1	1	0	-0.1	2
CN(C)c1ccc2c(c1)[C@H]1C[C@H](CC(=O)NCc3ccc(Oc4ccccc4)cc3)O[C@H](CO)[C@H]1O2	-1	0	46	11	0	-9	3.5	-1[16.7 µM]
CCOc1ccc(CC(=O)N2CCC3(CC2)NCCc2[nH]cnc23)cc1	2	8	-10	0	8	-3	/	-6
CCN1CCc2c(sc(NC(=O)Nc3ccc(Cl)c(Cl)c3)c2C(N)=O)C1	3	-211	-98	0	1	4	/	-5
OC[C@@H](O)C1OC2NC(=S)OC2C1O (stereo not given in full)	-1	4	-8	4	-2	-11	/	/
Clc1cc(Cl)cc(C2=NC(Cc3ccccc3)CO2)c1 (stereo not given)	-2	2	-74	-2	1	/	-0.1	/
CC(C)OCCCNC(=O)c1ccc(Br)cc1	/	-6	/	2	-2	1	/	0
O=C(NCc1nc2ccccc2[nH]1)C1=C[C@@H](c2ccccc2)C[C@@H](OCc2ccc(CO)cc2)O1	2&3	-1	-111&-20	-3&-4	-3	-3	-0.2	/
CCOC(=O)c1ccc(S(=O)(=O)NCCN2CCOCC2)cc1	-3	-6	-14	-2	0	6	/	-6
Cc1cc(C)nc(N2CCCC(C(=O)Nc3nnc(C)s3)C2)n1 (stereo not given)	/	-3	/	1	-5	0	/	-7
CCOC(=O)c1c(C)[nH]c(C(=O)OCC(=O)Nc2ccc(OCC)cc2)c1C	/	6	/	2	/	5	/	-4
COCCNC(=O)C[C@H]1C[C@H]2c3cc(NS(C)(=O)=O)ccc3O[C@H]2[C@H](CO)O1	1	-3	17	-1	9	-2	0.0	-2[16.7 µM]
Cc1ccc(-n2c(O)c(C=NC3CCS(=O)(=O)C3)c3ccccc3c2=O)cc1C (stereo not given)	2	-3	-12	-3	1	-11	/	-2
CC(C)c1ccc(/C=C/C(=O)Nc2nncs2)cc1	0	3	-20	-7	0	3	-0.2	-5
O=[N+]([O-])c1ccc(N2CCN(S(=O)(=O)c3ccccc3[N+](=O)[O-])CC2)cc1N1CCc2ccccc2C1	2	0	-11	-1	2	2	/	5
CCOc1ccccc1C(=O)NCC(=O)OCC(=O)NCCc1ccc(S(N)(=O)=O)cc1	/	11	/	0	5	-2	/	-7
OC[C@@H]1[C@@H](c2ccc(C#Cc3ccccc3)cc2)[C@@H]2CN(CC3CCOCC3)CCCCN12	1	4	4	1	4	-25	0.1	8[16.7 µM]
CCC(=O)N[C@@H]1C=C[C@@H](CC(=O)NCC2CC2)O[C@@H]1CO	4	/	16	/	/	-2	-0.3	/
Cc1ccc(C)c(NS(=O)(=O)c2cc(C(=O)NCCC3=CCCCC3)ccc2C)c1	/	-2	/	-3	-1	-2	/	39
CC(C)(O)C#Cc1ccc([C@@H]2[C@@H](CO)N3CCCCN(C(=O)c4ccncc4)C[C@H]23)cc1	-2	-5	13	47	-6	8	0.0	7[16.7 µM]
O=C(Nc1ccccc1Oc1cccnc1)C1CCCN(Cc2cccc(Cl)c2)C1 (stereo not given)	5	0	-17	-1	-5	-10	/	5
CCOC(=O)C1CCN(Cc2ccc(OC)cc2OC)CC1	/	1	/	4	5	/	/	8
O=C(c1ccc([N+](=O)[O-])cc1)N1CCN(Cc2ccccc2)CC1	/	-3	/	0	-2	2	/	-7
CC(C)(C)c1ccc(CC(=O)N2CCC2(C)C(=O)NS(=O)(=O)c2ccc(Cl)s2)cc1 (stereo not given)	4	-4	-9	-3	-4	/	0.1	/
Cc1oc(C)c2c(=O)ccc3c(c12)OC(N)=C(C#N)C3c1ccccc1 (stereo not given)	/	-54	/	-1	-2	-8	/	3
COc1cccc(/C=C/C(=O)N(C)CC(=O)Nc2ccc(Cl)c(C(F)(F)F)c2)c1	-1	1	1	/	6	-16	/	-1
CCCCn1c(-c2ccc(Cl)c(Cl)c2)nc2cc3[nH]c(=O)c(C(C)C)nc3cc21	-2	-2	-28	-1	-1	1	0.4	-3
O=C(C1CCC1)N1CCCCN2[C@H](CO)[C@H](c3ccc(C#CC4CCCC4)cc3)[C@H]2C1	-4	0	45	2	2	-10	/	-25[16.7 µM]
N#C[C@H]1[C@H](c2ccc(C#CC3CCCC3)cc2)[C@H](CO)N1C(=O)Nc1ccc(F)cc1	2	-11	-37	2	1	-11	0.0	/
CSc1ccc(CN(C)Cc2cc(=O)oc3c(C)c(C)ccc23)cc1	3	-1	-16	1	-2	/	0.2	-1
O=C(N[C@@H]1CC[C@H](CCNC(=O)C2CCC2)O[C@@H]1CO)c1ccncc1	-3	4	3	-1	3	8	-0.3	/
COc1ccc(C(NC(=O)CN2C(=O)NC3(CCc4ccccc43)C2=O)c2ccccc2)cc1 (stereo not given)	4	6	-29	14	-5	4	0.1	-14
C[C@@H]1CN([C@H](C)CO)C(=O)c2cc(C#CC3CCCCC3)cnc2O[C@@H]1CN(C)C(=O)Nc1ccccc1	/	4	-2	3	4	8	4.2	/
Cc1cccn2c(=O)c(/C=C(\C#N)C(N)=O)c(N3CCN(c4ccccc4)CC3)nc12	-8	-7	-15	0	0	2	/	7
Cc1cc2ncn(CCC(=O)NC3CCCC3)c2cc1C	-2	/	-15	/	/	2	/	-5
C[C@H]1CN([C@@H](C)CO)C(=O)c2cc(NS(C)(=O)=O)ccc2O[C@H]1CN(C)C(=O)Nc1cccc2ccccc12	-2	-5	-17	2	1	2	-1.9	2[16.7 µM]
CCC(=O)N1CC2(C1)CN(C(=O)Cc1ccccc1)[C@@H](CO)c1c2c2ccc(OC)cc2n1C	-3	/	3	/	/	-4	-0.1	/
Cc1ccc(S(=O)(=O)NC(=O)NC2=NC(C)(C)N(c3ccc(Cl)c(Cl)c3)C(N)=N2)cc1	-1	16	-23	1	0	2	-0.2	-1
CCN(CC)S(=O)(=O)c1ccc(N2CCOCC2)c(NCC(=O)Nc2ccc(F)cc2)c1	4	/	-11	/	/	8	?	/
COCC(=O)Nc1ccc2c(c1)OC[C@@H](C)N(C(=O)CC1CC1)C[C@H](C)[C@H](OC)CN(C)C2=O	2	/	-6	/	/	1	-0.2	/
Cc1cc(-n2c(C)cc(C(=O)CSc3ccc4c(c3)OCCO4)c2C)no1	/	3	/	1	-3	-29	/	-2
O=C1Cc2cccc3cccc1c23	/	-4	/	-4	3	0	/	0
COc1ccc(S(=O)(=O)N2CCC(C(=O)NCCC(=O)NCc3cccnc3)CC2)cc1	1	-12	-11	-2	1	3	0.0	-2
CNC[C@H]1OCCCC[C@H](C)Oc2ccc(NS(=O)(=O)c3c(C)noc3C)cc2C(=O)N([C@H](C)CO)C[C@@H]1C	/	-18	/	-12	-2	3	-0.1	3[16.7 µM]
Cc1nn(C)c(C(=O)Sc2cccc(Cl)c2)c1[N+](=O)[O-]	-6	/	13	/	/	3	0.5	/
O=C1C=C(c2cccc3c2sc2ccccc23)C[C@@H](c2ccc(Cl)cc2)C1	2	2	-7	2	-10	/	-0.1	/
CCc1cc(=O)oc2cc(C)cc(OCC(=O)N3CCC(C(=O)O)CC3)c12	-2	-4	6	0	2	11	/	-6

Following part:
SMILES	ERAP1 inh	RAD54 inh	RAD52 anneal inh	Cneo AK release	PglD inh	PGC1a acetyl inh	E-selectin induc	miR-122 sensor
CC(c1ccccc1)C1CC(=O)N(Cc2ccco2)C1=O (stereo not given)	/	4	/	5	1	-1	/	0
C=C(C)COc1ccc(-c2n[nH]c(C)c2Oc2ccccc2OC)c(O)c1	/	-5	/	1	2	-8	/	31
COc1ccc(NC(=O)N2CCC(CO)(CC3CCCCO3)CC2)c(OC)c1 (stereo not given)	-6	8	-10	-1	1	6	4.9	-1
Cc1ccc(NC(=O)c2cccc(C(=O)Nc3ccc(C)cc3C(=O)O)c2)c(C(=O)O)c1	1	-6	-14	1	7	13	/	-2

One compound at a time, from the list above. Order of values: ERAP1 inh, RAD54 inh, RAD52 anneal inh, Cneo AK release, PglD inh, PGC1a acetyl inh, E-selectin induc, miR-122 sensor
Clc1cc(Cl)cc(C2=NC(Cc3ccccc3)CO2)c1 (stereo not given) across the screens: -2, 2, -74, -2, 1, /, -0.1, /
O=[N+]([O-])c1ccc(N2CCN(S(=O)(=O)c3ccccc3[N+](=O)[O-])CC2)cc1N1CCc2ccccc2C1 across the screens: 2, 0, -11, -1, 2, 2, /, 5
Cc1ccc(C)c(NS(=O)(=O)c2cc(C(=O)NCCC3=CCCCC3)ccc2C)c1 across the screens: /, -2, /, -3, -1, -2, /, 39
CCN(CC)C(=O)c1ccc(-c2nnc(Nc3ccc(O)cc3)c3ccccc23)cc1 across the screens: 1, 1, 6, -1, -5, /, 0.0, -1
